Screening results deposited in PubChem by several laboratories.
sPLA2-III inh: human group III sPLA2 inhibitors, primary screen, biochemical, QFRET, BODIPY PC-A2 liposome substrate. QFRET BODIPY PC-A2 liposome hydrolysis, fluorescence. inhibition, % at 12.2 µM. 370,000 tested, 0.56% active. AID 743126, 2013;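 active = inhibition above mean plus 3 SD of compounds lying within the high and low control bounds, cut at about 19% in these data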;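 also: 0% = median of test compound wells and 100% = no enzyme DMSO wells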
GC-B act: human GC-B receptor activators, primary screen, HEK293 GC-B cells, cGMP TR-FRET, EC30 CNP | AID 1920062, 2024 | 0% at EC30 CNP, 100% saturating CNP | Atrial natriuretic peptide receptor 2 (Homo sapiens), P20594 | 370,000 tested, 0.11% active | activation, % at 10 µM;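 active = activation at 10 µM reaching about 35% in either raw or pattern-adjusted values, limit read from the data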
FXN GAA850 act: FXN promoter activators, primary screen, cell-based, luciferase luminescence, HEK293 lucGAA850; activation, % at 6 µM; AID 540364, 2011; 360,000 tested, 0.56% active; HEK293 lucGAA850 FXN promoter luciferase reporter, 24 h; percent of 10 µM SAHA response;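 active = activation above the average of all compounds screened plus 3 SD, cutoff fixed separately per campaign, cut at about 7.5% in these data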;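 also: 0% = DMSO wells and 100% = 10 µM SAHA wells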
GC-A act: GC-A stimulated cGMP production enhancers – HEK293 GC-A cells, cGMP TR-FRET, EC30 ANP, primary screen; 370,000 tested, 0.14% active; activation, % at 10 µM; 0% at EC30 ANP, 100% saturating ANP; in the data active = activation above about 40%
Target sequence (P16066 whole entry, looked up): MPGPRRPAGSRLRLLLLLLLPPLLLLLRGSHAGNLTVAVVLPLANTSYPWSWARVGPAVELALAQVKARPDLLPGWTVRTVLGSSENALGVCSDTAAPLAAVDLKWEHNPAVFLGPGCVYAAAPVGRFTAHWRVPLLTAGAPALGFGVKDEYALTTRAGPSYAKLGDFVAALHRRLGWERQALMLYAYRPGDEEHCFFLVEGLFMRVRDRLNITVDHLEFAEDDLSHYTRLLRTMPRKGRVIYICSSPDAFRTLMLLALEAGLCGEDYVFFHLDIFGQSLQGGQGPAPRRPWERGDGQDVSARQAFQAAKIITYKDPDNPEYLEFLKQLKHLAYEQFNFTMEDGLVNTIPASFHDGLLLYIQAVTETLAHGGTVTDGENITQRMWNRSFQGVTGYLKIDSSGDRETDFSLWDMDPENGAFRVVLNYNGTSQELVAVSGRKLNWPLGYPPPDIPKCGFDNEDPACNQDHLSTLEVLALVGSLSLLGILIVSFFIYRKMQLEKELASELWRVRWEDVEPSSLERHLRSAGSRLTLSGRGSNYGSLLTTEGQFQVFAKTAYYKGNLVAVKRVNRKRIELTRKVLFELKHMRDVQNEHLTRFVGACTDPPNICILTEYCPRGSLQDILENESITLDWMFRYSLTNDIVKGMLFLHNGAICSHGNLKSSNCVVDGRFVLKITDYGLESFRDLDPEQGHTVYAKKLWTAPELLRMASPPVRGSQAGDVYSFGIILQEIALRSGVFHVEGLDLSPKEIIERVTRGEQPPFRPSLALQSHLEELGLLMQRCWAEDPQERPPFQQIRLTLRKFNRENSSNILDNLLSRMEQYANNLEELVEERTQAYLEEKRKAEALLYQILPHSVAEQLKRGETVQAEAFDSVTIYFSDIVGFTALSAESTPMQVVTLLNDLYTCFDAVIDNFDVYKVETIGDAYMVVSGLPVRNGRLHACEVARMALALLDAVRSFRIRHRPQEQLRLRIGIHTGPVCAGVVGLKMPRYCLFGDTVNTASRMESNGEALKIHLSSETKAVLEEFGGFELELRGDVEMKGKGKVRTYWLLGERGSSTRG
SMARCA2 activ: SMARCA2 (BRM) function activators, primary screen, cell-based, luminescence, high throughput; MG213 cells, MMTV-luciferase reporter, dexamethasone, overnight; activation, % at 9.1 µM; 370,000 tested, 1% active; AID 652017, 2013; in the data active = activation above about 7.8%;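 also: 0% = vehicle wells and 100% = reference activator wells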
ADAM10 inh: human ADAM10 inhibitors, primary screen, biochemical, QFRET, HTS. recombinant ADAM10, EDANS/DABCYL FRET peptide cleavage, 3 h. inhibition, % at 7 µM. 370,000 tested, 0.62% active;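 active = inhibition above a per-campaign cutoff equal to the mean of compounds falling between control-based bounds plus 3 SD, cut at about 20% in these data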;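 also: 0% = DMSO wells while the 100% control is not disclosed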
hcDAF-12 act: H. contortus DAF-12 nuclear receptor activators, primary screen, cell-based, luminescence, HEK293, lit1-tk-luc reporter; HEK293 hcDAF-12 lit1-tk-luc reporter; 0% DMSO, 100% Δ7-dafachronic acid; activation, % at 6.8 µM; 370,000 tested, 1.4% active; AID 652067, 2013;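 active = activation above the mean of all tested compounds plus 3 SD, cut at about 5.5% in these data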;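 also: 100% = response to 3 µM Δ7-dafachronic acid high control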
hgDAF-12 ag: H. glycines DAF-12 receptor agonists, primary screen, cell-based, luminescence, HEK293, GAL4 fusion, UAS-luciferase. HEK293 GAL4-hgDAF12 UAS-luciferase reporter, agonist luminescence; normalized to butyrate control. 370,000 tested, 1.8% active. AID 687014, 2013. activation, % at 6.8 µM;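 active = activation above a cutoff set at the mean of all screened compounds plus 3 SD, cut at about 10% in these data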;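 also: 0% = DMSO wells and 100% = sodium butyrate wells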
DAX1 inh-1: DAX1 (NR0B1) inhibitors on StAR promoter, primary screen, cell-based, luminescence, SF-1 (NR5A1), full-length DAX-1 | HEK293T StAR-luciferase reporter, SF-1/DAX-1 repression relief | inhibition, % at 6.8 µM | 370,000 tested, 1.1% active | AID 652010, 2013;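 active = inhibition above the mean over all tested compounds plus 3 SD, cut at about 3.6% in these data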;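 also: 0% = DAX-1 cells with DMSO and 100% = cells lacking DAX-1 with DMSO; higher inhibition means more luminescence from relief of DAX-1 repression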
ssDAF-12 act: S. stercoralis DAF-12 nuclear receptor activators, primary screen, cell-based, luminescence, HEK293, GRIP1 co-expression, lit1-tk-luc; 370,000 tested, 1% active; HEK293 ssDAF-12/GRIP1 lit1-tk-luc reporter; % of 3 µM dafachronic acid response; activation, % at 6.8 µM;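 active = activation above the mean over all tested compounds plus 3 SD, cut at about 0.9% in these data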;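 also: 0% = DMSO-only wells and 100% = 3 µM delta7-dafachronic acid wells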
DAX1 inh-2: DAX1 (NR0B1) inhibitors, primary screen, cell-based, HEK293, Gal4-DAX1, luciferase luminescence; HEK293 Gal4-DAX1 luciferase reporter; inhibition, % at 6.75 µM; Nuclear receptor subfamily 0 group B member 1 (Homo sapiens), P51843; 340,000 tested, 0.99% active; AID 504766, 2011;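 active = inhibition above the mean over all tested compounds plus 3 SD, cut at about 4.2% in these data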;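 also: 0% = DAX1-transfected cells with DMSO and 100% = empty-vector control cells with DMSO; inhibition shows as a rise in luminescence from relieved DAX1 repression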
* marks the source's active call; other numbers are inactive results; nt = not tested or not shown. Compounds as they come, and some 6.6% of all compounds hit somewhere here.

SMILES | sPLA2-III inh | GC-B act | FXN GAA850 act | GC-A act | SMARCA2 activ | ADAM10 inh | hcDAF-12 act | hgDAF-12 ag | DAX1 inh-1 | ssDAF-12 act | DAX1 inh-2
CC(NC(=O)CN(C)Cc1ccc(Br)cc1)c1ccccc1 (stereo unspecified) | -7 | -13 | -1.6 | -21 | 0 | -3 | 1.8 | -0.2 | -0.2 | -1.2 | -0.2
Cn1nnc2cc(C(=O)NC3CC3)ccc21 | 4 | 1 | -1.4 | -2 | 0 | -16 | 0.8 | 1.8 | 0.0 | -1.2 | -1.5
CN1C(=O)/C(=C2/C=Cc3ccccc3N2CCCS(=O)(=O)O)SC1=S | 4 | -4 | -2.5 | -3 | 2 | 17 | 0.7 | 0.0 | 0.1 | -0.9 | 0.0
Cc1ccc(CNC(=O)c2ccc3c(c2)S(=O)(=O)c2ccccc2C3=O)cc1 | 1 | -6 | -0.9 | -1 | 2 | 5 | 1.3 | -0.1 | -0.6 | -1.3 | -0.8
Cn1nnc(NCc2cc(Br)ccc2OCc2ccccc2F)n1 | -7 | -7 | 1.3 | -9 | 0 | 9 | -1.5 | 17* | -0.3 | -1.8 | -0.3
O=C(CCS(=O)(=O)c1ccccc1)Nc1ccccc1N1CCOCC1 | -5 | 0 | 1.3 | 0 | 1 | -3 | -1.5 | 0.9 | -1.1 | -1.3 | 0.8
C=CCn1c(SCC(=O)Nc2cc(C)on2)nnc1-c1ccncc1 | 10 | 2 | 1.7 | 1 | -2 | -17 | 1.1 | 0.8 | 0.2 | -1.1 | 0.0
O=c1c2[nH]c3cccc(Cl)c3c2ncn1CCN1CCCCC1 | 9 | 0 | -0.7 | 22 | 1 | -44 | 0.1 | 0.5 | 0.2 | -0.5 | 1.3
CCCNc1c(NC(=O)c2cccs2)c(=O)oc2ccccc12 | 3 | 1 | 0.2 | -1 | 0 | -7 | -0.5 | -0.7 | -0.3 | -1.5 | 0.3
CN1CCN(NC(=O)Nc2cc(Cl)cc(Cl)c2)CC1 | 3 | 3 | -0.4 | 2 | -3 | -1 | -1.6 | -3.1 | 0.6 | -1.3 | 0.5
CS(=O)(=O)N1CCc2cc(C(=O)N3CCN(c4ccccc4F)CC3)ccc21 | -5 | 4 | -1.1 | 3 | 1 | 11 | 0.9 | 0.2 | 0.2 | -0.5 | -0.7
O=C(CN1CCOCC1)Nc1cccc(Br)c1 | -2 | 4 | -3.7 | 0 | -1 | 0 | -1.5 | 0.4 | 0.5 | -1.4 | 1.5
O=C(CSC1=NCCN1)C1COc2ccccc2O1 (stereo unspecified) | -3 | 1 | -0.1 | 1 | 0 | 8 | 0.5 | -1.8 | -0.5 | -1.6 | 1.4
CN(C)CC(=O)c1c(N)n(Cc2ccccc2)c(=O)n(C)c1=O | 7 | -4 | 1.6 | -2 | -1 | 0 | -1.4 | 1.8 | -0.9 | -1.7 | -0.5
CCC(C)C(Nc1ncnc2scc(-c3ccccc3)c12)C(=O)O (stereo unspecified) | -4 | 1 | 1.3 | 3 | -3 | -2 | -1.6 | 0.4 | -0.2 | -1.3 | -0.6
OC(c1ccc2c(c1)OCO2)c1ncc(-c2ccc(Cl)cc2)[nH]1 (stereo unspecified) | -1 | 2 | 1.1 | -2 | -4 | -8 | 0.1 | 2.3 | -0.4 | -0.7 | nt
CC(C)N1CC2(CC(c3ccccc3F)=NO2)CN1C(=O)c1ccco1 (stereo unspecified) | -2 | -1 | 0.5 | 1 | 4 | -4 | -1.5 | 6.4 | 2.3 | -0.8 | 1.7
O=C(COc1cccnc1[N+](=O)[O-])Nc1cc(Cl)ccc1Cl | 2 | -2 | 3.6 | 3 | 2 | -9 | 0.7 | 1.3 | 1.0 | -0.1 | 1.0
Cc1ccc(S(=O)(=O)N2CCCCC2)cc1NC(=O)c1cc2ccccc2o1 | 0 | 3 | -1.0 | -2 | 3 | 0 | 1.2 | -2.2 | 0.9 | -1.1 | -0.7
Cc1cc(=O)oc2cc(OCC(=O)NC3CCCC3)ccc12 | 14 | -12 | 0.0 | -3 | 2 | -153 | -1.0 | -0.7 | -1.8 | -0.9 | -0.1
CCOc1ccc(C(=O)SC2=NCCS2)cc1 | -4 | 2 | 0.7 | -1 | -1 | 0 | 0.8 | -1.4 | -0.5 | -1.0 | 1.1
O=C(CCCn1c(=O)[nH]c2cc(Cl)ccc2c1=O)NCCC1=CCCCC1 | 1 | -1 | 1.8 | -5 | -1 | -3 | -1.1 | 1.5 | 0.0 | -1.0 | -0.4
COC[C@H](NS(=O)(=O)c1ccc(Br)cc1F)[C@@H](O)c1ccccc1 | 0 | -4 | 2.6 | 0 | -6 | 4 | -0.5 | -1.7 | 0.2 | -1.0 | -0.1
COc1ccc(C(CC(=O)NCCCN2CCOCC2)NS(=O)(=O)c2ccc(C)cc2)cc1 (stereo unspecified) | 4 | -2 | -0.7 | 2 | 2 | 8 | -2.3 | 3.5 | 0.8 | -1.7 | 0.1
CCOC(=O)C1=NN(C(=O)c2ccccc2)C(O)(c2ccc(C)cc2)C1 (stereo unspecified) | 6 | 5 | 1.5 | 0 | 0 | 7 | 0.1 | 4.7 | 1.1 | -0.8 | 0.3
CCc1cc2c(SCC(=O)NC3CCCC3)ncnc2s1 | -11 | 7 | 2.0 | 2 | 0 | -8 | -1.2 | 0.8 | -0.9 | -1.0 | 0.4
CCN(CC)CCOC(=O)c1ccccc1Br | 0 | -4 | 1.5 | 2 | 2 | -7 | -0.7 | -1.2 | 0.1 | -1.3 | 1.1
Cc1ccsc1/C=N/NC(=O)Nc1ccccc1 | 3 | -2 | 3.0 | 4 | 3 | 6 | 3.9 | 17* | 5.8* | 1.1* | 5.2*
Cc1ccc(C)c(NS(=O)(=O)c2cc(C(=O)NCc3ccccn3)ccc2C)c1 | -5 | 3 | 0.9 | 1 | -1 | -4 | -2.0 | 0.6 | 1.3 | -1.2 | 0.3
O=C(Nc1ccc(C(=O)N2CCCC2)cc1)Nc1ccc(Cl)cc1Cl | 3 | -6 | 1.9 | 2 | 0 | -7 | 0.1 | -1.8 | 0.2 | -1.6 | 2.0
c1ccc(Cc2nnc3sc(C4COc5ccccc5O4)nn23)cc1 (stereo unspecified) | -6 | 4 | 0.3 | 8 | 2 | -4 | 1.0 | -1.9 | 0.2 | -2.1 | -0.7
COc1ccc(NS(=O)(=O)c2ccc(C)c(C(=O)NCc3cccnc3)c2)cc1 | 1 | 4 | 1.5 | -2 | -2 | -11 | -0.8 | -0.1 | 1.2 | -0.7 | 0.5
CCn1nc(CC(=O)Nc2ccc(-n3cnnn3)c(OC)c2)c2ccccc2c1=O | 4 | 1 | 1.0 | 6 | -3 | -7 | -2.9 | -0.8 | -0.1 | -1.2 | -0.9
COc1ccc(-n2c(SCC(=O)NCCCN3CCCC3=O)nnc2C(C)N2CCCCC2)cc1 (stereo unspecified) | 9 | nt | 1.9 | nt | -3 | -9 | -1.4 | 1.3 | -0.4 | -1.3 | 1.1
Cc1ccccc1N1CCN(S(=O)(=O)c2ccccc2)CC1 | -7 | 2 | -1.5 | -3 | -6 | 4 | -1.0 | 1.6 | -1.1 | -1.2 | 0.5
CN(C(=O)CCNC(=O)Cn1cnc2ccccc2c1=O)c1ccc(F)cc1 | -1 | 3 | -0.2 | 2 | -2 | -2 | -1.5 | 3.3 | -0.1 | -1.3 | 4.8*
Cc1cccc(OCCCC(=O)Nc2ccc(N(C)C)cc2)c1 | 10 | -6 | 4.0 | -3 | 5 | 0 | 4.7 | 9.2 | 0.9 | -0.4 | 0.1
Cc1ccc(NC(=O)Cn2c(=O)c3cccn3c3ccccc32)c(C)c1 | 6 | 3 | 0.6 | -1 | 0 | -7 | -2.0 | -1.1 | -0.8 | -1.6 | 0.5
CN(C(=O)CNc1ccccc1Cl)C1CCS(=O)(=O)C1 (stereo unspecified) | 1 | -2 | 1.3 | 2 | -1 | 1 | -0.4 | 1.6 | 0.1 | -1.1 | 0.4
Cc1ccccc1-c1cc2nc(Nc3ccc(F)cc3)n(C)c(=O)c2s1 | -13 | -5 | -8.2 | -1 | -3 | 7 | 1.4 | 1.4 | -0.8 | -0.7 | nt

Single records (already shown). Screens in order: sPLA2-III inh, GC-B act, FXN GAA850 act, GC-A act, SMARCA2 activ, ADAM10 inh, hcDAF-12 act, hgDAF-12 ag, DAX1 inh-1, ssDAF-12 act, DAX1 inh-2
CCN(CC)CCOC(=O)c1ccccc1Br reads 0, -4, 1.5, 2, 2, -7, -0.7, -1.2, 0.1, -1.3, 1.1
CN1CCN(NC(=O)Nc2cc(Cl)cc(Cl)c2)CC1 reads 3, 3, -0.4, 2, -3, -1, -1.6, -3.1, 0.6, -1.3, 0.5

The list continues:
SMILES | sPLA2-III inh | GC-B act | FXN GAA850 act | GC-A act | SMARCA2 activ | ADAM10 inh | hcDAF-12 act | hgDAF-12 ag | DAX1 inh-1 | ssDAF-12 act | DAX1 inh-2
COc1ccccc1OCCNC(=O)c1ccco1 | 5 | -2 | 0.9 | 1 | -4 | -5 | -0.7 | 1.1 | 0.8 | -0.3 | 1.0
COc1cc(C(F)(F)F)nc(-c2ccccn2)n1 | 7 | 1 | 0.4 | 2 | -5 | -4 | 0.3 | -0.3 | 0.3 | -1.4 | -0.4
Nn1c(Cc2cccc3ccccc23)nnc1SC1CCOC1=O (stereo unspecified) | -1 | -1 | 0.6 | 0 | 0 | 1 | 1.6 | 1.7 | -0.2 | -1.0 | 0.6
COC(=O)c1sc(S(=O)(=O)N2CCC(C(=O)O)CC2)c(C(=O)OC)c1C | 2 | 0 | 1.8 | 1 | -3 | -5 | -1.5 | -1.6 | 0.3 | -1.3 | 0.2
O=C(NCCc1ccc(F)cc1)c1cc(=O)c2ccccc2o1 | 2 | 1 | 1.6 | -1 | -1 | 2 | -0.6 | 0.9 | -0.1 | -0.8 | 0.9
C[C@@H](C(=O)Nc1nc2ccccc2s1)N1C(=O)C2CC=CCC2C1=O (stereo partly specified) | 1 | 1 | 1.0 | 7 | -2 | 0 | 0.8 | 1.8 | -0.7 | -1.6 | -0.6
COc1cc(OC)nc(Nc2nc(C(C)N)cs2)n1 (stereo unspecified) | 0 | -7 | -0.2 | -3 | 6 | 0 | -1.6 | 4.6 | -0.4 | -1.3 | nt
CC1(C)CC(C(=O)NCCC(c2ccccc2)c2ccco2)CCO1 (stereo unspecified) | -5 | 2 | 3.1 | 5 | 2 | 0 | -1.5 | 0.6 | 0.7 | -1.1 | 0.7
CNc1cnn(-c2ccc(C)cc2)c(=O)c1Sc1ccc(C)cc1 | -6 | 2 | 3.2 | 2 | 0 | 1 | 0.5 | -1.4 | -0.1 | -1.0 | -0.2
